NALP3 yeast inh – inhibitors of NALP3 inflammasome in yeast | hit rate 0.39% among 330,000 | inhibition, % at 10 µM | AID 2825 | Yeast reconstituted NLRP3/ASC/caspase-1, beta-gal luminescence, 24 h;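 active = inhibition of 50% or more; inactive = inhibition below 50%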;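 also: plate controls were induced DMSO wells for no effect and uninduced yeast grown without galactose for full effect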
APOBEC3A inh – human APOBEC3A DNA deaminase inhibition; P31941; recombinant A3A, FAM/TAMRA ssDNA deamination fluorescence; inhibition, % at 20 µM; hit rate 0.41% among 330,000; AID 493011;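 active = at least 40% inhibition at 20 µM here, with at most 30% in a related deaminase screen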;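 also: plate controls were A3A with DMSO for no effect and wells lacking A3A enzyme for full effect; some results filed as inactive read as strong as hits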
mIAP inh – blocks mouse intestinal alkaline phosphatase. purified mouse IAP, CDP-Star luminescence, 30 min. inhibition, % at 10 µM. hit rate 0.2% among 330,000. AID 2806;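 active = inhibition of at least 40% at 10 µM in the primary screen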;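 also: plate controls were DMSO with enzyme for no effect and no enzyme wells for full effect; values of inactives mirror those of a sister screen read the other way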
A3G deaminase – APOBEC3G (human) deaminase inhibition | Q9HC16 | recombinant A3G, ssDNA deamination FAM/TAMRA fluorescence | inhibition, % at 20 µM | hit rate 0.28% among 330,000;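 active = inhibition of at least 40% at 20 µM, with no more than 30% in the related APOBEC3A deaminase screen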;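 also: plate controls were DMSO wells with A3G for no effect and wells lacking A3G enzyme for full effect; some compounds called inactive have numbers as strong as hits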
Target sequence (Q9HC16 whole entry, looked up): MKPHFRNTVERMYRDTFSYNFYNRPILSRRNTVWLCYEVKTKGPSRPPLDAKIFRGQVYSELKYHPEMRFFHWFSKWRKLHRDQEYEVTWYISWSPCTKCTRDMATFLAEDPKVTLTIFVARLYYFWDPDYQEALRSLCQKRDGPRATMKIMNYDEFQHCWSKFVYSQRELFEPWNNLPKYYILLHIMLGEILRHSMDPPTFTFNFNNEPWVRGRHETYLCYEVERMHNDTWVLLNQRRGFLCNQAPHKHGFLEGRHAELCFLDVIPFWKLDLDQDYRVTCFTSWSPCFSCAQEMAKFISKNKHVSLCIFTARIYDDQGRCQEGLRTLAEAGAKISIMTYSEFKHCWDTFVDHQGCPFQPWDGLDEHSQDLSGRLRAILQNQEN
MIN6 prolif – induces beta-cell replication in MIN6 cells | MIN6 cells proliferation, ATPlite luminescence, 48 h; cells starved in 0.2% serum; 100% = growth in 10% serum | proliferation, % at 10 µM | hit rate 0.29% among 330,000 | AID 2380;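 active = compounds whose signal lies at least 3.5 SD above the mean of all wells on their plate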;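 also: 0% = DMSO-treated cells in low-serum medium and 100% = 10% serum control; some compounds called inactive have numbers as strong as hits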
hIAP inh – blocks human intestinal alkaline phosphatase; P09923; purified IAP, CDP-Star luminescence, 30 min; inhibition, % at 10 µM; hit rate 0.12% among 330,000; AID 2544;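 active = inhibition reaching a set limit with compound at 10 µM in the primary screen, cut at about 35% in these data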;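 also: plate controls were DMSO wells with enzyme for no effect and no-enzyme buffer wells for full effect; values of inactives mirror those of a sister screen read the other way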
Target sequence (P09923 whole entry, looked up): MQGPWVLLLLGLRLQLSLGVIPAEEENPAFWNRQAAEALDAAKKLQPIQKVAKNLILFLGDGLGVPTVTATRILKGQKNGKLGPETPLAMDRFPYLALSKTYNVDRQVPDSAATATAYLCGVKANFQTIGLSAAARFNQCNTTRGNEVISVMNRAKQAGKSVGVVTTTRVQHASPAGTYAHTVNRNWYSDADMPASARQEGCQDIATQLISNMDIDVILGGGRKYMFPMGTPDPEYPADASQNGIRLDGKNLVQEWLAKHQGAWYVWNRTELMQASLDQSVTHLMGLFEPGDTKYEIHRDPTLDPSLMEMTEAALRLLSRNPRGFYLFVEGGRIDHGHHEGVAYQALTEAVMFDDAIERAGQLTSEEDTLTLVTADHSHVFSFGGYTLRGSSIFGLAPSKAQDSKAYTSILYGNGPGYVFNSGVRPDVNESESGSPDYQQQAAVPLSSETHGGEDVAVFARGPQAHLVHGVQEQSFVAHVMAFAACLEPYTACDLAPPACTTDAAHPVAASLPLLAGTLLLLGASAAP
TIM10 inh – TIM10 yeast growth inhibition; S. cerevisiae TIM10 strain growth, BacTiter-Glo luminescence, 24 h; inhibition, % at 10 µM; hit rate 1.4% among 330,000;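 active = inhibition of 40% or more at the single tested concentration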;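 also: wild-type TIM10 isogenic control strain grown at permissive 25 °C; 0% = DMSO yeast wells and 100% = minimal medium wells without yeast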
mIAP activ – increases mouse intestinal alkaline phosphatase activity; AID 2805; activation factor at 10 µM; muIAP, CDP-Star luminescence, 30 min; hits give high values; 1 = vehicle-only enzyme signal, 0 = enzyme-free wells; hit rate 0.24% among 330,000;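 active = activation factor of at least 2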; also: the source names both 10 and 20 µM as test concentration; values of inactives mirror those of a sister screen read the other way
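also added = chemiluminescent substrate CDP-Star | test system = mouse IAP enzyme | signal = chemiluminescence readout | compound = DMSO-dissolved test compounds | incubation = 30 min at room temperature | benchmarks = DMSO wells, no-enzyme wells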
tim10-1 inh – inhibits growth of tim10-1 mutant yeast; S. cerevisiae tim10-1 ts strain growth, BacTiter-Glo, 24 h; inhibition, % at 20 µM; hit rate 2.2% among 330,000;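 active = inhibition of at least 40%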;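 also: mutant grown at 25 °C; 0% = DMSO wells with yeast and 100% = wells holding no yeast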
* = called active by the depositor.

canonical_smiles	NALP3 yeast inh	APOBEC3A inh	mIAP inh	A3G deaminase	MIN6 prolif	hIAP inh	TIM10 inh	mIAP activ	tim10-1 inh
CS(=O)(=O)NCC(c1ccco1)N1CCN(c2ccc(F)cc2)CC1 (stereo not given)	20	1	-2	2	-2	-6	16	1	3
COc1ccc(N2CCN(C(=O)C3CCCN(S(=O)(=O)c4ccc(F)cc4)C3)CC2)cc1 (stereo not given)	0	6	8	-2	8	-11	26	0.92	23
O=[N+]([O-])c1ccccc1Oc1ccc(S(=O)(=O)N2CCOCC2)cc1	10	-4	8	-7	-3	14	26	0.92	34
Cc1cc(C)cc(N(C(=O)c2csnn2)C(C(=O)NC2CCCC2)c2ccccn2)c1 (stereo not given)	13	-3	-5	-7	-1	0	-3	1.1	1
O=C(CCC(=O)OCc1ccc([N+](=O)[O-])cc1)Nc1ccc(F)cc1	4	1	-2	-2	1	2	6	1	7
COc1ccc(-c2noc(CCC(=O)NC3CCCCC3)n2)cc1	19	0	-3	-3	-2	-2	3	1	12
CC(C)c1ccc(N2C=Nc3ccc(C(C)C)cc3C2)cc1	47	1	-10	4	-4	-22	5	1.1	33
CC(C)(C)OC(=O)N1CCC(CC2CC(c3ccccc3)=NO2)(C(=O)NCc2ccccc2)CC1 (stereo not given)	-4	-1	-10	-1	-6	1	3	1.1	26
COc1cccc(N2CCN(C(=O)c3cccc(NC4=NC5CS(=O)(=O)CC5S4)c3)CC2)c1 (stereo not given)	10	-3	-6	-6	0	15	-5	1.1	-13
CCOC(=O)CNc1ccc2c(c1)OCO2	18	-6	12	-6	-1	-8	-14	0.88	18
CCOC(=O)c1cc(C#N)c(=S)[nH]c1C	20	-1	9	-1	3	-2	8	0.91	3
COc1cc(C(=S)N2CCOCC2)ccc1OC(=O)c1ccccc1	11	-4	-6	-5	-2	-18	-15	1.1	-7
COc1ccc(C2CC(c3cccs3)=NN2C(=O)CSc2nc3c(cnn3-c3ccccc3)c(=O)[nH]2)cc1 (stereo not given)	4	2	7	2	-7	-2	-12	0.93	-16
Cc1cccc2c1NC(C)CC2C (stereo not given)	1	1	2	1	0	0	-10	0.98	12
CC1(C)CC(=O)C/C(=N\NC(=O)C2C3CCCCC32)C1 (stereo not given)	4	3	6	-3	2	-7	-3	0.94	1
O=C(Cn1cnc2ccccc21)c1ccc(Br)cc1	-5	-7	-22	-1	-2	8	5	1.2	22
CCn1ncc(C(=O)Nc2ccc(F)cc2)c1C	18	-4	6	-10	-1	-2	7	0.94	2
CCOc1cc(C(=S)N2CCCCC2)ccc1OS(=O)(=O)c1ccc(Cl)cc1	25	-7	2	-3	-5	-23	3	0.98	34
Cc1sc(NC(=O)c2cccc([N+](=O)[O-])c2)c(C(N)=O)c1-c1ccc(C(C)(C)C)cc1	20	2	11	-4	0	-6	1	0.89	24
CCCN1C(=O)c2cc(C(=O)Nc3ccccc3CC)ccc2C1O (stereo not given)	0	0	-7	-3	2	7	7	1.1	17
COc1ccc(C2=CC(=O)C[C@H](c3ccc(OC)c(OC)c3)C2)cc1	14	-3	6	-5	0	7	7	0.94	17
COC(=O)c1ccccc1NC(=O)Cn1cnc2c(cnn2-c2ccccc2)c1=O	2	-6	-9	-9	-2	8	-9	1.1	1
COc1ccccc1OCCn1cc(/C=C(\C#N)C(=O)NCc2cccs2)c2ccccc21	18	6	10	-5	0	19	6	0.9	18
CCN(C[C@H]1N[C@@](Cc2ccccc2)(C(=O)OC)[C@H]2C(=O)N(Cc3ccccc3)C(=O)[C@@H]12)C(=O)Nc1ccc(F)cc1	-8	-2	6	-4	-4	4	8	0.94	2
C/C(CC(=O)Nc1ccccn1)=N\NC(=O)c1ccc([N+](=O)[O-])cc1Cl	15	-2	3	-9	-1	-9	3	0.97	-2
N#CCCn1cc(/C=N/NC(N)=S)c(-c2ccc(Br)cc2)n1	23	-4	11	-6	0	6	7	0.89	5
CCN1C(=O)S/C(=C/c2ccsc2)C1=O	22	0	21	-2	1	-4	-15	0.79	6
COc1ccccc1C=NNC(=O)c1ccccc1OCCOc1ccccc1	15	1	10	-3	-4	4	6	0.9	5
Cc1ccc(-c2nc(C3CCN(S(=O)(=O)c4ccc(C(F)(F)F)cc4)CC3)no2)cc1	18	-1	7	-6	3	10	-8	0.93	-10
COCc1nnc(NC(=O)c2ccc(Cl)cc2[N+](=O)[O-])s1	7	-1	5	-6	0	2	8	0.95	5
Cc1csc(NC(=O)Cc2ccccc2Cl)n1	7	-1	-3	0	-4	0	-5	1	19
Cc1onc(-c2ccccc2)c1C(=O)OCC(=O)N(C)c1ccccc1	19	-2	6	-5	-4	4	8	0.94	15
CCCn1c(SCC(=O)c2ccc(OC)c(OC)c2)nc2c1c(=O)n(C)c(=O)n2C	2	-2	8	-5	-3	3	12	0.92	20
CCOc1ccc(/C=C/C(O)=C2/C(=O)N(C)C3(C)CC2c2ccccc2O3)cc1OC (stereo not given)	-5	-2	5	-7	-6	8	19	0.95	27
CCC1=NN(C(=O)c2ccc(C)cc2)C(O)(c2ccc(Br)cc2)C1 (stereo not given)	39	2	20	-1	0	11	9	0.8	30
CCc1ccccc1NC(=O)c1sc2nc(C)cc(C)c2c1N	30	-5	-6	-6	-2	-16	7	1.1	19
CC(=O)Oc1ccc(C(=O)Nc2cccc(C(=O)c3cccc(NC(=O)c4ccc(OC(C)=O)cc4)c3)c2)cc1	46	3	3	-7	-2	2	7	0.97	15
CC(C)[C@H](NC(N)=O)C(=O)Nc1cccc(S(=O)(=O)NC2=NCCCCC2)c1	5	-3	-3	-8	-1	-5	-1	1	5
COC(=O)c1sccc1NC(=O)CSc1cccc(Cl)c1Cl	15	-5	0	-1	-3	-6	-11	1	8
CC(C)c1ccc(NC(=O)CN2C(=O)NC(Cc3c[nH]c4ccccc34)C2=O)cc1 (stereo not given)	1	-4	2	-6	-6	7	2	0.98	-10
Cc1ccc(NC(=O)Cc2noc3ccccc23)cc1	27	0	-7	-3	-2	2	-10	1.1	5
S=C(NCc1ccncc1)Nc1ccc(Br)cc1	8	-10	-24	-7	1	-12	-4	1.2	-2
Cc1ccccc1CNS(=O)(=O)c1ccc2c(c1)OCCO2	12	1	-2	-6	-2	-5	23	1	32
CCOC(=O)N1CCN(C(=O)CSCC(=O)Nc2nc(-c3ccc(-c4ccccc4)cc3)cs2)CC1	10	-3	-3	-2	-7	3	12	1	25
O=C(CC1C(=O)NCCN1Cc1ccc(-c2ccccc2)cc1)NCc1ccncc1 (stereo not given)	10	3	-2	-7	-3	-1	8	1	17
Cc1cc(NC(=O)CSc2nnc(-c3ccco3)n2CC2CCCO2)no1 (stereo not given)	1	5	4	1	-3	6	-2	0.96	7
Cc1ccc(OCCN(C)C)c([N+](=O)[O-])c1	18	1	-6	-7	-2	-1	10	1.1	4
C/C(=N/NC(=O)CNC(=O)c1ccco1)c1ccco1	16	-4	-2	-4	3	-11	7	1	13
Cn1c(N2CCOCC2)nc(-c2ccccc2)c1-c1ccccc1	-73	-5	-7	-1	-2	-36	39	1.1	46*
O=C(Cn1nc(Cl)nc1Cl)c1ccc2c(c1)OCCO2	6	-8	3	-7	-6	7	16	0.97	26

Laid out differently: entries from further up.
Sequence of screens – NALP3 yeast inh	APOBEC3A inh	mIAP inh	A3G deaminase	MIN6 prolif	hIAP inh	TIM10 inh	mIAP activ	tim10-1 inh
Cc1ccc(OCCN(C)C)c([N+](=O)[O-])c1
→ 18	1	-6	-7	-2	-1	10	1.1	4
C/C(=N/NC(=O)CNC(=O)c1ccco1)c1ccco1
→ 16	-4	-2	-4	3	-11	7	1	13

(continued)
canonical_smiles	NALP3 yeast inh	APOBEC3A inh	mIAP inh	A3G deaminase	MIN6 prolif	hIAP inh	TIM10 inh	mIAP activ	tim10-1 inh
CS(=O)(=O)N(CC(=O)Nc1ccccc1Sc1ccccc1)c1cccc(Br)c1	-2	-3	12	-8	-5	18	15	0.88	32
O=C(CSc1nc2nccnc2c(=O)n1Cc1cccs1)Nc1ccccc1F	5	2	6	1	0	8	4	0.94	-7
CN(C(=O)c1sc2nc(N3CCCC3)c3c(c2c1N)CC(C)(C)OC3)c1ccccc1	5	-3	12	0	-7	-2	22	0.88	24
Cc1ccc(Cl)cc1NC(=S)N(Cc1ccccc1)Cc1cccnc1	4	1	-10	-5	-1	-12	24	1.1	22
CC1(C)Cc2cccc(C(=O)Nc3ccc(Cl)cc3)c2O1	8	-2	-13	-10	-2	0	8	1.1	28
O=C(NCc1nnc(SCC(=O)N2CCC(Cc3ccccc3)CC2)o1)c1ccccc1F	25	1	3	0	-2	2	8	0.97	21
Cc1cc(OCC(O)CN2CCN(C)CC2)ccc1C(C)C (stereo not given)	5	1	8	-2	4	6	-11	0.92	17
O=S(=O)(/N=C(/NNS(=O)(=O)c1ccccc1)c1ccccc1)c1ccccc1	6	-7	-26	-9	-3	-56	-6	1.3	10
O=C(Nc1cccc(-c2cn3ccccc3n2)c1)c1cccs1	32	1	-2	-1	0	-10	11	1	-30
N#CC(C#N)=C/C=C(\Nc1ccc(Cl)cc1)c1ccc(Cl)cc1	16	1	10	-2	-1	2	1	0.9	-9
Cc1ccc(CSCCNC(=O)CCSc2ccccc2)cc1	28	-3	-3	-7	-2	-14	17	1	5
O=C(CSc1nc2c(cnn2-c2ccccc2)c(=O)[nH]1)N1N=C(c2cccs2)CC1c1ccc(F)cc1 (stereo not given)	6	-1	4	-4	-7	14	-51	0.96	0
Nc1ccc(Sc2cnn(-c3ccccc3)c(=O)c2Cl)cc1	31	6	5	-2	2	12	19	0.95	17

Screening data from PubChem.
